APOBEC3G inh: APOBEC3G DNA deaminase inhibitors, primary screen, biochemical, fluorescence, single-stranded DNA substrate, uHTS | inhibition, % at 20 µM | recombinant A3G, ssDNA deamination FAM/TAMRA fluorescence | AID 493012, 2011 | hit rate 0.28% among 330,000 | DNA dC->dU-editing enzyme APOBEC-3G (Homo sapiens), Q9HC16;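 active = inhibition of at least 40% at 20 µM, with no more than 30% in the related APOBEC3A deaminase screen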;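 note: plate controls were DMSO wells with A3G for no effect and wells lacking A3G enzyme for full effect; some compounds called inactive have numbers as strong as hits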
NR3A LBD binder: binders of NR3A ligand-binding domain, primary screen, biophysical, differential scanning fluorimetry, uHTS; Glutamate receptor ionotropic, NMDA 3A (GRIN3A) ligand-binding domain; NR3A LBD differential scanning fluorimetry, Tm shift; 0% = protein alone, 100% = glycine-bound protein; Tm shift relative to glycine control, % at 25 µM; hit rate 2.5% among 340,000;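 active = melting temperature shift of at least 10% of the positive control shift, at one fixed dose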
hIAP act: human IAP activators, primary screen, biochemical, luminescence, uHTS; Intestinal-type alkaline phosphatase (Homo sapiens), P09923; purified human IAP, CDP-Star luminescence, 30 min; hits give high values; 1 = vehicle-only enzyme, 0 = enzyme-free background; activation factor at 10 µM; hit rate 0.16% among 330,000; AID 2524, 2010;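 active = activation factor of the enzyme at least 2-fold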; note: the source names both 10 and 20 µM as test concentration; values of inactives mirror those of a sister screen read the other way
Target sequence (P09923 whole entry, looked up): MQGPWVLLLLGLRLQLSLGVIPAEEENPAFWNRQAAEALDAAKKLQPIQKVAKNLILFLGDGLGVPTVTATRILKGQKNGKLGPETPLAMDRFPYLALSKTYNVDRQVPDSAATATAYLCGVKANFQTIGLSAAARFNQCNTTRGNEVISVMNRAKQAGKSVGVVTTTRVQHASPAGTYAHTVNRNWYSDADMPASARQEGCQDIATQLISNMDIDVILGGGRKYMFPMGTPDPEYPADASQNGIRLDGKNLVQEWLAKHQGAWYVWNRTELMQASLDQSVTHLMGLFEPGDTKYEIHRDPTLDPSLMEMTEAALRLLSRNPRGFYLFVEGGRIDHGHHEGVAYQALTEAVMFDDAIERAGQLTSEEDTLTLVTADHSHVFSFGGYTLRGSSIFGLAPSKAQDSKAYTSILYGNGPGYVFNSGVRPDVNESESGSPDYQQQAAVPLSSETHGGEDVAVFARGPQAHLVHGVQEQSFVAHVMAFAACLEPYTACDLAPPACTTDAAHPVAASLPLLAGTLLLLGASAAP
hIAP inh: human IAP inhibitors, primary screen, biochemical, luminescence, uHTS. AID 2544, 2010. purified IAP, CDP-Star luminescence, 30 min. Intestinal-type alkaline phosphatase (Homo sapiens), P09923. inhibition, % at 10 µM. hit rate 0.12% among 330,000;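 active = inhibition reaching a set limit with compound at 10 µM in the primary screen, cut at about 35% in these data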;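 note: plate controls were DMSO wells with enzyme for no effect and no-enzyme buffer wells for full effect; values of inactives mirror those of a sister screen read the other way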
MIN6 prolif: inducers of MIN6 beta-cell proliferation, primary screen, ATP luminescence, uHTS | proliferation, % at 10 µM | AID 2380, 2010 | MIN6 cells proliferation, ATPlite luminescence, 48 h; cells starved in 0.2% serum; 100% = growth in 10% serum | hit rate 0.29% among 330,000;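 active = compounds whose signal lies at least 3.5 SD above the mean of all wells on their plate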;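 note: 0% = DMSO-treated cells in low-serum medium and 100% = 10% serum control; some compounds called inactive have numbers as strong as hits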
MPTP block: mitochondrial permeability transition pore inhibitors, primary screen, biochemical, isolated mouse mitochondria, absorbance; Ca2+ swelling absorbance, 30 min; inhibition, % at 10 µM; hit rate 1.4% among 360,000; AID 602449, 2012;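 active = inhibition of 50% or more, scaled per plate between neutral and stimulator controls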;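 note: 0% = DMSO wells given calcium and 100% = 1 mM EGTA wells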
mIAP activ: activators of mouse IAP, primary screen, biochemical, luminescence, uHTS; intestinal alkaline phosphatase [Mus musculus]; muIAP, CDP-Star luminescence, 30 min; hits give high values; 1 = vehicle-only enzyme signal, 0 = enzyme-free wells; activation factor at 10 µM; hit rate 0.24% among 330,000;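 active = activation factor of at least 2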; note: the source names both 10 and 20 µM as test concentration; values of inactives mirror those of a sister screen read the other way
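Assay system: mouse IAP enzyme; Reagent: CDP-Star chemiluminescent phosphatase substrate; Compound: DMSO-dissolved test compounds; Incubation: 30 min, room temperature; Technique: luminescence from enzymatic CDP-Star hydrolysis; Controls: DMSO-only wells and no-enzyme negative control.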
A3A deaminase: APOBEC3A ssDNA deaminase inhibitors, primary screen, selectivity assay for APOBEC3G inhibitor project, biochemical, FAM/TAMRA oligo cleavage fluorescence | recombinant A3A, FAM/TAMRA ssDNA deamination fluorescence | inhibition, % at 20 µM | hit rate 0.41% among 330,000;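 active = at least 40% inhibition at 20 µM here, with at most 30% in a related deaminase screen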;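 note: plate controls were A3A with DMSO for no effect and wells lacking A3A enzyme for full effect; some results filed as inactive read as strong as hits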
Target sequence (P31941 whole entry, looked up): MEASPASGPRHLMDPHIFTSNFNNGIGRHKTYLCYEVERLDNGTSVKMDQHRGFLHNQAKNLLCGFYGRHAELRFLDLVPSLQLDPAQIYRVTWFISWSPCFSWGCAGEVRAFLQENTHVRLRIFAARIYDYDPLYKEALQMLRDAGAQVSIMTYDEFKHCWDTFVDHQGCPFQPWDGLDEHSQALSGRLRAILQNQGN
mIAP inh: inhibitors of mouse IAP, primary screen, biochemical, luminescence, uHTS | intestinal alkaline phosphatase [Mus musculus] | purified mouse IAP, CDP-Star luminescence, 30 min | inhibition, % at 10 µM | hit rate 0.2% among 330,000 | AID 2806, 2010;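 active = inhibition of at least 40% at 10 µM in the primary screen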;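 note: plate controls were DMSO with enzyme for no effect and no enzyme wells for full effect; values of inactives mirror those of a sister screen read the other way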
The depositor's hits bear a star; nt = no result given. Rows are unselected; 5% or so of the library scored in one or more.

SMILES	APOBEC3G inh	NR3A LBD binder	hIAP act	hIAP inh	MIN6 prolif	MPTP block	mIAP activ	A3A deaminase	mIAP inh
COc1ccc(S(=O)(=O)N2CCC(C(=O)N[C@@H](C)C(=O)N3CCCCCC3)CC2)cc1	5	2	0.94	6	0	-1.4	0.95	0	5
N=c1c2c3c(sc2ncn1Cc1ccccc1)CCCC3	-3	-2	0.95	5	-3	-2.4	0.9	2	10
C/C(=C\C(=O)Nc1nccs1)c1ccccc1	-2	0	1.1	-11	-2	0.8	0.96	3	4
C1=C(c2ccccc2)Nc2ccccc2N=C1c1ccccc1	-11	-1	0.97	3	0	-0.2	0.97	-4	2
Cc1ccccc1Nc1cc(C(=O)NCc2ccco2)c2ccccc2n1	4	-10	1.1	-6	-2	1.0	0.95	2	5
O=C(Nc1cccc(F)c1)c1cccnc1NCCc1ccccc1	-7	17*	0.97	3	-5	30	0.98	-2	2
Cc1ccc(C)c(-n2c(SCC(=O)NC(C(=O)O)C(C)C)nnc2-c2cccc(Cl)c2)c1 (stereo unspecified)	-10	1	1	-3	-2	0.4	1.1	-3	-14
CCOc1ccc(NC(=O)CCN2C(=O)CSc3ccccc32)cc1	-8	-1	0.94	6	5	-1.4	1.1	3	-13
COc1ccc(C([O-])=Nc2ccc[n+](-c3nc4ccccc4nc3NS(=O)(=O)c3ccccc3)c2)cc1	-4	nt	1.3	-25	-2	nt	0.98	-5	2
COC(=O)c1cnc(NNC(=O)c2ccc([N+](=O)[O-])cc2)nc1C(F)(F)F	10	-1	1.4	-42	1	2.9	0.89	1	11
Cc1nc2nc(-c3ccccc3)cc(=O)n2[nH]1	-4	1	0.97	3	-4	0.1	0.97	2	3
Cc1cc(N2CCN(S(=O)(=O)c3ccc4ccccc4c3)CC2)n2ncnc2n1	-6	-2	0.98	2	-3	-0.6	0.93	-1	8
COc1ccc(C(O)Cc2nc3ccccc3n2C)cc1OC (stereo unspecified)	-5	-1	1	-3	1	-0.4	1.1	-6	-12
CC(=O)N[C@@H](Cc1c[nH]c2ccccc12)C(=O)NC1CC1	-8	1	1	-4	-2	-0.4	0.99	-2	1
Cc1ccc(N(Cc2ccccc2)C(=O)c2cccc(S(=O)(=O)N3CC(C)OC(C)C3)c2)cc1 (stereo unspecified)	0	-2	1.1	-9	-7	0.4	0.96	1	4
CCOC1(C(F)(F)F)NC(=O)N(Cc2ccc(OC)cc2)C1=O (stereo unspecified)	2	3	1	-1	-2	2.1	1.1	4	-5
CCCCOc1ccccc1C1CC(=O)NC2=C1C(=O)CCC2 (stereo unspecified)	-4	-3	0.89	11	-1	2.3	1	-1	-3
CN1CCN(NC(=O)c2cn(-c3ccccc3)nc2-c2cccc(Br)c2)CC1	7	-2	0.9	10	-4	2.1	1.2	0	-16
COc1cc(C2CC(=O)N3CN(c4ccccc4C)CSC3=C2C#N)cc(OC)c1OC (stereo unspecified)	49*	nt	0.86	14	-3	nt	0.9	0	10
COc1ccc2cc3cc(C(=O)N4CCN(Cc5ccc6c(c5)OCO6)CC4)oc3nc2c1	3	9	0.91	9	-3	0.2	0.94	0	6

Some entries already given, reduced to APOBEC3G inh.
Compound,APOBEC3G inh
Cc1ccc(N(Cc2ccccc2)C(=O)c2cccc(S(=O)(=O)N3CC(C)OC(C)C3)c2)cc1 (stereo unspecified),0
CCOC1(C(F)(F)F)NC(=O)N(Cc2ccc(OC)cc2)C1=O (stereo unspecified),2

Next records follow:
SMILES	APOBEC3G inh	NR3A LBD binder	hIAP act	hIAP inh	MIN6 prolif	MPTP block	mIAP activ	A3A deaminase	mIAP inh
COc1cccc(C2C(C(=O)c3sc(C)nc3C)=C(O)C(=O)N2CCN2CCOCC2)c1 (stereo unspecified)	-11	-2	0.99	1	-1	0.3	0.96	-6	4
C=CCCCCCCCCc1nc(SCC(=O)O)n[nH]1	-1	0	1	-2	-1	0.7	0.84	2	16
Cn1c(CS/C(N)=N/N=C/c2ccccc2)c(Br)c(=O)n1-c1ccccc1	-1	2	0.91	9	-1	-0.3	0.84	0	16
COc1ccc(-c2cc(C(F)(F)F)c3c(N)c(C(=O)NCCSC)sc3n2)cc1	-11	8	1	-1	-3	3.9	0.98	-3	2
O=C(Nc1ccc(F)cc1)Nc1ccc(NC(=O)c2ccccc2O)cc1	-5	32*	0.93	7	0	8.8	0.95	-2	5
O=C(Nc1ccccc1)C1=C[C@@H](c2ccc(C(F)(F)F)cc2)C[C@@H](OCCCCO)O1	22	-4	1	-2	-6	-0.6	1.1	2	-6
CC(NC(=O)C1C2C=CC(C2)C1C(=O)O)c1ccccc1 (stereo unspecified)	-5	0	1	0	4	-0.3	1	-4	-3
Fc1ccc(C2C3=C(Nc4ncnn42)c2ccccc2OC3c2ccncc2)cc1 (stereo unspecified)	5	-1	0.9	10	-1	-1.2	0.9	3	10
COC(=O)[C@H](CC(C)C)NC(=O)NC1CCCCC1C (stereo partly specified)	-8	1	0.91	9	-3	-0.8	1	6	-5
OCC[C@@H]1C[C@H](O)[C@@H](O)[C@]2(CCCCO2)O1	-11	1	0.97	3	-2	0.4	1	-2	-1

6 compounds picked at random from the list so far:
SMILES	APOBEC3G inh	NR3A LBD binder	hIAP act	hIAP inh	MIN6 prolif	MPTP block	mIAP activ	A3A deaminase	mIAP inh
Fc1ccc(C2C3=C(Nc4ncnn42)c2ccccc2OC3c2ccncc2)cc1 (stereo unspecified)	5	-1	0.9	10	-1	-1.2	0.9	3	10
COc1ccc(-c2cc(C(F)(F)F)c3c(N)c(C(=O)NCCSC)sc3n2)cc1	-11	8	1	-1	-3	3.9	0.98	-3	2
COc1cccc(C2C(C(=O)c3sc(C)nc3C)=C(O)C(=O)N2CCN2CCOCC2)c1 (stereo unspecified)	-11	-2	0.99	1	-1	0.3	0.96	-6	4
O=C(Nc1ccc(F)cc1)Nc1ccc(NC(=O)c2ccccc2O)cc1	-5	32*	0.93	7	0	8.8	0.95	-2	5
COC(=O)[C@H](CC(C)C)NC(=O)NC1CCCCC1C (stereo partly specified)	-8	1	0.91	9	-3	-0.8	1	6	-5
Cn1c(CS/C(N)=N/N=C/c2ccccc2)c(Br)c(=O)n1-c1ccccc1	-1	2	0.91	9	-1	-0.3	0.84	0	16

Additional compounds
SMILES	APOBEC3G inh	NR3A LBD binder	hIAP act	hIAP inh	MIN6 prolif	MPTP block	mIAP activ	A3A deaminase	mIAP inh
Cc1cc(-c2ccc(C)c(S(=O)(=O)NCCN3CCC(C)CC3)c2)on1	-2	-4	1.2	-16	0	0.2	1	-1	-2
CN(C)CCNC(=O)/C=C/c1cn(-c2ccccc2)nc1-c1cc2ccccc2oc1=O	-7	0	1	0	-5	1.0	0.84	-1	16
CSCC[C@H](NC(=O)CCNC(C)=O)c1nc2ccccc2[nH]1	0	-2	1.4	-39	-1	-3.2	0.91	0	9
Cc1c(C(c2ccccc2Br)c2c(C)n(C)n(-c3ccccc3)c2=O)c(=O)n(-c2ccccc2)n1C	-1	0	0.98	2	-2	0.7	0.99	1	1
Cc1cccc(Cc2nnc(CCC(=O)N(C)CCc3ccccc3)o2)c1	-2	-1	1.1	-8	0	2.9	1.1	-5	-8
Cc1cccc2cc(C#N)c(SCCN3CCCCC3)nc12	-3	1	1	-4	7	nt	1	2	-2
O=C(COc1ccc2c(c1)CCC2)NCc1ccc(Cl)cc1	1	1	0.97	3	-3	2.9	0.97	0	3
CCCCn1c(N)c(N(CC(C)C)C(=O)c2ccco2)c(=O)[nH]c1=O	-4	1	0.98	2	-1	0.3	0.99	14	1
O=C1Nc2ccccc2C12OC1CCCCC1O2 (stereo unspecified)	-7	1	1	-3	-2	-1.6	0.97	-1	3
CCOC(=O)N1CCC(Nc2c(NCCCN3CCN(c4ccc(OC)cc4)CC3)c(=O)c2=O)CC1	-4	-1	0.95	5	3	2.4	1	3	-2
Cc1cc(=O)oc2c(CN3CCN(CCO)CC3)c(O)ccc12	-4	2	0.9	10	-1	0.6	0.99	-2	1
Cc1cccc(NC(=O)c2c(C)cc(=O)oc2C)n1	-8	-1	0.97	3	-3	0.8	0.97	-3	3
CCS(=O)(=O)N1CCN=C1SCc1ccc(F)cc1	-10	0	1	-2	4	0.2	1	-6	-4
CCOc1ccc(N(C(=O)CNS(=O)(=O)c2ccccc2)C(CC)C(=O)NCc2ccco2)cc1 (stereo unspecified)	5	1	1.2	-23	2	0.4	1.2	-7	-15
N#Cc1ccc(Sc2ccccn2)c([N+](=O)[O-])c1	-7	1	1	-1	-1	1.3	0.94	-3	6
O=C1COc2ccc(NC(=O)N3CCN(c4ccc(F)cc4)CC3)cc2N1	-8	-1	1	0	-1	1.6	1	-5	-3
CCn1cc(S(=O)(=O)NCc2ccc3c(c2)OCO3)cn1	-5	0	1.1	-6	-1	0.4	0.92	3	8
CCc1cc2c(=O)c(-c3nc4ccccc4n3C)coc2c(CN2CCN(C)CC2)c1O	-3	1	1.1	-8	1	2.0	1.1	-4	-8
Fc1ccc2[nH]c3c(NCCN4CCOCC4)ncnc3c2c1	-4	0	0.95	5	-2	6.8	1.1	-3	-11
CCN(CC)S(=O)(=O)c1ccc(-c2cn3cc(Cl)ccc3n2)cc1	3	2	0.91	10	-1	2.6	1.1	6	-9
NC(=O)c1nsc(C(=O)N(c2ccc(F)cc2)C(C(=O)NCC2CCCO2)c2ccc3ncccc3c2)c1N (stereo unspecified)	7	-5	1	-1	0	0.7	1	1	-2
CCOC(=O)CNC(=O)CSc1nc(Cc2ccccc2)nc2ccccc12	1	2	1.1	-5	0	0.5	0.98	1	2
CC1CN(C(=O)c2ccccc2)C(=Nc2cccc(S(=O)(=O)N(C)C)c2)S1 (stereo unspecified)	-6	-3	1	-2	-1	1.5	0.93	0	7
C=C(C)[C@@H]1CC[C@]2(C(=O)O)CC[C@]3(C)[C@H](CC[C@@H]4[C@@]5(C)CC[C@H](O)C(C)(C)[C@@H]5CC[C@]43C)[C@@H]12	-10	1	1.2	-22	-7	1.1	0.97	-5	3
CCC1CCc2sc(C(=O)NNC(=S)NCC3CCCO3)cc2C1 (stereo unspecified)	-4	0	1.8	-84	-2	0.0	1	3	-3
Cc1ccc(F)cc1NC(=O)N1CCN(c2ccnc3cc(Cl)ccc23)CC1	-6	-3	1.1	-8	-1	33	1	-4	0
Cc1cccc(OCCn2ccnc2)c1C	-3	-1	0.96	4	-2	0.6	0.96	2	4
CCN(CC)CCn1c2c(c(SCC(=O)NCc3ccccc3)nc1=O)CCC2	-9	-1	0.92	8	0	-1.1	1.1	0	-5
Cc1cc(NCCN2CCOCC2)n2c(nc3ccccc32)c1C#N	-2	2	1.1	-10	0	2.4	1.1	1	-10

Screening data (PubChem)
